Source: PubChem
PKM2 act: PKM2 (human) enzyme activation | P14618 | purified PKM2, Kinase-Glo ATP luminescence, activation; response scale: 0% is enzyme alone, no compound | Potency, µM (titrated, usually from 57.5 µM), without a hit: top-dose activation, hits mostly activators | 260,000 tested, 0.34% active | AID 1631; note: potency is the fitted concentration of half-maximal effect; % is set by controls: 0 for no effect and ±100 for the full control effect; nearly all actives have a fitted effect of over 55% in size
Target sequence (P14618 whole entry, looked up): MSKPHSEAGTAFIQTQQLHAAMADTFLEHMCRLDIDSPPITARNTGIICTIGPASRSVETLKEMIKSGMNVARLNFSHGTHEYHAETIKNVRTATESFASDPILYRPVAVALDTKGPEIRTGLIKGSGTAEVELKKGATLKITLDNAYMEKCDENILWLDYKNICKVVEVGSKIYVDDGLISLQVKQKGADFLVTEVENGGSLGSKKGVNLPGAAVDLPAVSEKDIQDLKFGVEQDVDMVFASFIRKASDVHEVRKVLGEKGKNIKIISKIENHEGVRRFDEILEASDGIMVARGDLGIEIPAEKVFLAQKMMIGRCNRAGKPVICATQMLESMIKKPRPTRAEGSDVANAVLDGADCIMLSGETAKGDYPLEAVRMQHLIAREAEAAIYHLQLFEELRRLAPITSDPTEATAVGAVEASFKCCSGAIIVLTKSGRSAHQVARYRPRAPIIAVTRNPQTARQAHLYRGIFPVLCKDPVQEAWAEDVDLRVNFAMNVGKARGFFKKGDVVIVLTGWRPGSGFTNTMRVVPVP
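ATP formation by purified human PK-M2, quantified via coupled luciferase luminescence after 1 h at room temperature with 0.1 mM ADP and 0.5 mM PEP final.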
Menin MLL FP TR: displaces Texas Red mutant MLL peptide from human menin | O00255 | Menin + Texas Red MLL mutant peptide, fluorescence polarization | Potency, µM (highest dose often 61.6 µM), without a hit: at the highest dose FP activity change, negative = inhibition, hits mostly inhibitors | 270,000 tested, 0.23% active; active = well fitted inhibition curve with a large enough effect in the polarisation, with a control signal flat, not every such curve was filed as active; inconclusive = small, poorly fitted or top-dose-only effect, or effect the other way, or a change in a side signal; inactive = no such curve, though single readings can be large or run the other way; the % refers to the polarisation; note: potency is the fitted concentration of half-maximal effect; % of control where 0% means no effect; many of its hits are not listed in these tables
Giardia kill: kills Giardia lamblia | Giardia lamblia trophozoite viability | activity change, % at 7.66 µM, hits read low | 340,000 tested, 0.15% active; in the data active = activity change below about -80%; inconclusive = between about -30% and that limit;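 note: parasites exposed to compound for two days anaerobically before the ATP read; % is set by controls: 0 for no effect and ±100 for the full control effect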
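Killing of trophozoites was scored by loss of ATP luminescence after a 48 hrs anaerobic exposure to compounds at 37 deg C, using 100 cells per well.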
Rab9 promoter act: Rab9 promoter activation; Huh7 Rab9 promoter-luciferase reporter, luminescence, 24 h; Potency, µM (doses to about 9.22 µM), inactives show at the highest dose activation, negative = inhibition, usual class: activators; 320,000 tested, 2.8% active; AID 485297; note: potency is the fitted concentration of half-maximal effect; % of control where 0% means no effect; nearly all actives have a fitted effect of over 60% in size
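Cell-based reporter: Huh7 stable for Rab9 promoter-driven luciferase, plated in reduced-serum medium with 10% FBS at 1500 cells/well, compound-treated 24 h at 37 °C, luminescence read after 10 min reagent.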
ELG1 genotox: genotoxicity induction in ELG1-luciferase HEK293T cells | 330,000 tested, 1.3% active | Potency, µM (titrated, usually from 46 µM), for the others: at the highest dose activity change, positive = activation, actives largely listed as activators | HEK293T ELG1-luciferase reporter, luminescence, 16 h | AID 504466; note: potency is the fitted concentration of half-maximal effect; % of control where 0% means no effect; nearly all actives have a fitted effect of over 60% in size
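After overnight (16 hr) compound treatment at 37 °C, ELG1-luciferase HEK293T cells were lysed with ONE-Glo; luminescence quantified 30 min later at room temperature.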
RORg inh: ROR gamma (mouse) transcription inhibition; Drosophila S2 Gal4-RORgamma UAS-luciferase reporter, 20 h; Potency, µM (top dose mostly 53.6 µM), inactives show top-dose activity change, negative = inhibition, most hits filed as inhibitors; 310,000 tested, 5.4% active; AID 2551; note: potency is the fitted concentration of half-maximal effect; % is set by controls: 0 for no effect and ±100 for the full control effect; nearly all actives have a fitted effect of over 60% in size
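Using a luciferase readout, inhibitors were identified by reduced reporter activity in Drosophila cells coexpressing a copper-inducible Gal4–ROR gamma fusion and UAS-driven Photinus luciferase, incubated 20 hr after 700 uM copper sulfate.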
FLuc modulator: inhibits or activates purified firefly luciferase, miR-21 counter-screen. P08659. purified FLuc, Km substrates, luminescence inhibition. Potency, µM (doses to about 57.5 µM), inactives show top-dose activity change, negative = inhibition, hits mostly inhibitors. 360,000 tested, 6.9% active;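 note: potency is the fitted concentration of half-maximal effect; plate controls were vehicle for no effect and reference inhibitor for full effect; nearly all actives have a fitted effect of over 55% in size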
Target sequence (P08659 whole entry, looked up): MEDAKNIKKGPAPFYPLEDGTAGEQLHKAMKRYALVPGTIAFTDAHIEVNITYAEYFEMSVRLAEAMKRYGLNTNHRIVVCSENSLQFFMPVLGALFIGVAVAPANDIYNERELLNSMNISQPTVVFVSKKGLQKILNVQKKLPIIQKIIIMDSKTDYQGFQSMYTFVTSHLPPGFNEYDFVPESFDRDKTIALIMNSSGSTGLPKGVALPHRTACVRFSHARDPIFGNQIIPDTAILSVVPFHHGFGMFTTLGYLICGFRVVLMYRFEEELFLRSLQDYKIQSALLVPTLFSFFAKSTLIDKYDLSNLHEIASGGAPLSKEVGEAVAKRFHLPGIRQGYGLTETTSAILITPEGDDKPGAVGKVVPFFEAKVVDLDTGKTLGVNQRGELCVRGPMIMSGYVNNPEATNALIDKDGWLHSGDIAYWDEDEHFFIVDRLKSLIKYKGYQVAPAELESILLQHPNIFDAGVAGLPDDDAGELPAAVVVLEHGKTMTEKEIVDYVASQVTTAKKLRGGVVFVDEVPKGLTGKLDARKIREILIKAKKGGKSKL
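Purified P. pyralis luciferase, 10 nM final, with Km-level 10 uM D-luciferin and 10 uM ATP in 50 mM Tris acetate pH 7.5, 10 mM Mg acetate, 0.01% Tween-20, 0.05% BSA; 6-point qHTS titration about 60 µM downward; luminescence read.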
VP16 counter: counter-screen for ROR gamma inhibitors: Gal4-VP16 reporter | Potency, µM (highest dose often 53.6 µM), without a hit: at the highest dose activity, negative = inhibition, actives largely listed as inhibitors | Drosophila S2 Gal4-VP16 UAS-luciferase, luminescence, 20 h | 310,000 tested, 3.5% active | AID 2546;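 note: Gal4-VP16 expression switched on by copper sulfate through the metallothionein promoter; potency is the fitted concentration of half-maximal effect; % is set by controls: 0 for no effect and ±100 for the full control effect; nearly all actives have a fitted effect of over 50% in size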
p53 reactivation: mutant p53 re-activation in reporter cells. H1299 p53-A138V BP100-luciferase reporter, luminescence, 24 h. Potency, µM (series often up to 92.2 µM), without a hit: at the highest dose activity change, positive = activation, most hits filed as activators. 320,000 tested, 0.063% active. AID 504706; note: potency is the fitted concentration of half-maximal effect; % of control where 0% means no effect; nearly all actives have a fitted effect of over 45% in size
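p53-null H1299 cells stably carrying temperature-sensitive p53-A138V and a BP100-luciferase reporter were pinned with compounds (4-point, 1:5 series) and held 24 hrs at 37 deg C. Luminescence was read 10 min after detection reagent.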
NPC1 prom act: activates the NPC1 promoter | Huh7 NPC1 promoter luciferase reporter, 24 h | 320,000 tested, 2.4% active | Potency, µM (highest dose often 9.22 µM), for the others: at the top dose activation, usual class: activators;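 note: potency is the fitted concentration of half-maximal effect; % of control where 0% means no effect; nearly all actives have a fitted effect of over 60% in size; reporter is driven by a mutant NPC1 promoter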
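Huh7 reporter cells (NPC1 promoter driving luciferase) are dosed with compound for 24 h at 37 °C, 5% CO2; luciferase detection reagent is then added and luminescence measured after 10 min at ambient temperature.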
BRCA1 expr up: BRCA1 expression activation; MCF7-BRCA1-FFLuc reporter, luminescence, 48 h; response scale: scaled: vehicle 0%, 10 µM genistein 100%; Potency, µM (highest dose often 46.1 µM), for the others: at the highest dose activation, most hits filed as activators; 380,000 tested, 1.1% active; note: potency is the fitted concentration of half-maximal effect; nearly all actives have a fitted effect of over 80% in size; some results filed as inactive show a strong effect at the top dose
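Reporter cells (MCF7, BRCA1 promoter-firefly luciferase) received library compounds across a concentration series for 48 h. End-point luminescence was measured and concentration-effect curves derived after normalization.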
* = called active by the depositor; ? = inconclusive; · = not tested or not shown; [ ] = another dose, or the depositor's remark. Unless noted, calls come from the whole dose curve; as a rule, active = well fitted curve in the direction sought with a large enough effect; inconclusive = small, poorly fitted or top-dose-only effect, or another doubt; inactive = no such curve, though single readings can be large; an effect the other way counts as inactive or inconclusive. Some of the compounds tested; the hit share may differ from the screen's.

SMILES | PKM2 act | Menin MLL FP TR | Giardia kill | Rab9 promoter act | ELG1 genotox | RORg inh | FLuc modulator | VP16 counter | p53 reactivation | NPC1 prom act | BRCA1 expr up
COc1ccc(-c2noc(CN(C(=O)c3ccc4c(c3)OCO4)C(C)C)n2)cc1 | 0% | 2% | -3 | -2% | -11% | 37% | 0% | 5% | -5% | -4% | -31%
Cc1cccc(NC(=O)CS(=O)(=O)Cc2ccccc2)n1 | 0% | · | 1 | 1% | -1% | -7% | 0% | 9% | -4% | 2% | 0%
COc1cc(C(=O)NCCOc2ccccc2C)cc(OC)c1OC | · | 2% | -13 | -8% | -1% | 16% | -1% | 3% | -5% | -4% | 0%
Cc1ccc(CC2CC(=O)N(c3nc4ccccc4s3)C2=O)cc1 (configuration not stated) | 7% | 7% | 21 | -9% | 0% | 5% | 27µM* | 1% | -3% | -1% | -14%
Cn1c(SCC(=O)NNC(=O)Cc2ccccc2)nnc1-c1ccccc1 | -7% | -7% | 8 | 0% | -1% | -5% | -2% | 0% | -8% | -1% | -10%
Cc1[nH]c(=O)[nH]c(=O)c1S(=O)(=O)N1CCC(C(=O)N2CCN(c3cccc(C(F)(F)F)c3)CC2)CC1 | -13% | -24% | 5 | 6% | 3% | 18% | -8% | -13% | 8% | -1% | -14%
Cc1ccc(/C=N/NC(=O)c2nnn(-c3nonc3N)c2C)o1 | · | · | 11 | -7% | 8% | 3% | -12% | -4% | -3% | 1% | 19%
CSc1ccccc1NS(=O)(=O)c1ccc2c(c1)OCCO2 | 14% | 19% | 2 | -8% | -2% | -15%[0.365 µM] | -2% | · | 0% | -3% | 4%
Cc1cc(C)cc(NC(=O)CC2Oc3ccc(C)cc3NC2=O)c1 (configuration not stated) | · | ? | -7 | -8% | -6% | -20% | -2% | -1% | 7% | -1% | -15%
COc1cccc(CNC(=O)CN2C(=O)CCSc3ccc(S(=O)(=O)N4CCCC4)cc32)c1 | -1% | -18% | -16 | -16% | -6% | 9% | 0% | 4% | -1% | -1% | 2%
COC(=O)c1c(NC(=O)C2CC2)sc2c1CCCC2 | 4% | -1% | 36[activator] | -1% | 8% | ? | -2% | -11% | -7% | -1% | -19%
CCOC(=O)N1CCN(C(=O)c2ccc(Cn3c(=S)[nH]c4cc(C(=O)OC)ccc4c3=O)cc2)CC1 | · | · | -11 | 0% | -7% | -41% | ? | -13% | -2% | -9% | -10%
N#C/C(C(=O)NCc1ccccc1)=C1/N=C(NC(=O)c2cccs2)c2ccccc21 | 7% | 10% | 10 | -47%[inhibitor] | -13% | 19% | 3% | -8% | 6% | -7% | -70%
N#Cc1cc(Br)ccc1N=C1CCCN1c1ccccc1 | -15% | 14% | -1 | 1% | -1% | 1% | ? | -4% | -13% | 1% | 50%
CCCNc1c(N)c(=O)oc2ccccc12 | -11% | -4% | 5 | -3% | -2% | 31% | -7% | 4% | 2% | 3% | -1%
O=C(N/N=C/C=C/c1ccco1)c1cccs1 | 22% | ? | 8 | 4.5µM* | ? | 5µM* | 27µM* | ? | 18% | 29% | 92%
O=Cc1cn(-c2ccccc2)nc1-c1ccc2c(c1)OCCO2 | -1% | ? | 0 | 17% | 10% | ? | 4.8µM* | -3% | ? | 11% | ?
Cc1cc(O)c2/c(=N\N)c(-c3csc(C)n3)coc2c1 | 2% | 0% | -15 | -4% | 0% | 4% | 4% | -14% | -1% | -11% | -7%
CN=C1SC(CC(=O)Nc2cc(Cl)ccc2Cl)C(=O)N1C (configuration not stated) | -14% | 4% | -8 | 15% | 3% | 0% | 0% | 8% | -2% | 1% | -18%
COc1cc(N2C(=O)c3ccccc3C2=O)c(Cl)cc1C(=O)OCC(=O)N(C)C | 1% | -3% | 16 | 1% | 4% | 5% | 2% | 17% | -1% | -2% | 8%
COc1cc2c(=O)n(Cc3ccco3)c(=O)n(CC(=O)c3ccc(Br)cc3)c2cc1OC | 0% | 3% | -1 | -3% | 12% | 19% | 2% | -14% | -8% | 2% | -11%
COc1ccc(S(=O)(=O)N2CCCCC2)cc1NC(=O)C1CSC2(C)CCC(=O)N12 (configuration not stated) | -1% | 11% | -11 | -9% | -9% | · | -12% | · | · | -4% | -16%
COC(=O)C1CC(=O)N(c2ccc(OCc3ccccc3Cl)cc2)C1 (configuration not stated) | -4% | -6% | -11 | 2% | 0% | 5% | ? | -14% | · | 1% | -18%
Cc1ccc(C)c(NC(=O)COC(=O)CCC(=O)c2cccs2)c1 | 3% | -3% | -13 | -4% | 7% | 3% | 3% | 8% | 0% | -2% | 0%
COc1cccc(-c2ccc(SCC(=O)c3ccccc3)nn2)c1 | -3% | -16% | -8 | 5% | 14% | 0% | ? | -9% | ? | -1% | 82%
CCOC(=O)Cc1csc(NC(=O)CCCC(=O)O)n1 | 1% | · | 10 | 0% | 1% | 4% | 0% | 3% | -1% | -5% | 4%
O=C(c1ccccc1NS(=O)(=O)c1ccc(Br)s1)N1CCCC1 | 7% | -1% | 10 | -11% | 0% | 3% | 12% | -5% | -2% | -3% | -38%
CCN(CC)C(=O)CSc1nc2c(sc(=S)n2-c2ccccc2)c(=O)n1Cc1ccco1 | 15% | -1% | 9 | 1% | -24% | ? | 1% | -1% | -3% | -3% | -22%
CCCCCCC(=O)N/N=C1\CCCc2ccccc21 | -5% | 1% | 11 | -9% | -2% | 33% | 6% | -9% | 17% | -2% | -23%
COc1ccc(CC(NC(C)=O)C(=O)NC2CCN(S(=O)(=O)c3ccccc3)CC2)cc1OC (configuration not stated) | -2% | 10% | -3 | 0% | 4% | 2% | -1% | -1% | 5% | 0% | -1%
CCCc1nnc(NC(=O)COc2ccc3c(c2)OCO3)s1 | -6% | 5% | 3 | 3% | 18% | -7% | -15% | -10% | 14% | 2% | -3%
CCOc1ccc(C2C(C(=O)c3ccc(C)o3)=C(O)C(=O)N2CCCN(CC)CC)cc1 (configuration not stated) | -2% | · | -1 | -4% | -1% | -2% | -2% | -7% | -2% | -1% | 0%
Cc1ccc(C)c(S(=O)(=O)N2CCN(c3ncccn3)CC2)c1 | 2% | -7% | -11 | ? | -15% | -2% | 6% | -19%[10 µM] | -12% | -2% | -22%
COc1ccc(NC(=O)CN(c2ccc(OC)c(Cl)c2)S(=O)(=O)c2ccccc2)cc1 | -3% | 33%[activator] | 13 | -2% | -3% | 36% | 3% | 4% | · | 3% | -24%
CCOc1ccccc1/C=C(\C#N)C(=O)Nc1cccc(C(=O)O)c1 | -3% | · | 12 | ? | 6% | 39% | ? | 0% | 10% | ? | 37%
O=C(Nc1nnc(-c2ccccc2)o1)c1cc(Cl)sc1Cl | -21% | 4% | 0 | -4% | -3% | 2.2µM* | 1% | 1.3µM* | 16% | 4% | 5%
COc1ccc(N2CCN(C(=O)c3ccccc3Br)CC2)c([N+](=O)[O-])c1 | -5% | 2% | 6 | -1% | -6% | -1% | -1% | -17% | -4% | -4% | -26%
COc1ccc(NC(=O)c2ccco2)cc1NC(=O)c1c(F)c(F)c(OC)c(F)c1F | 2% | -29% | -3 | -3% | 2% | -29% | -1% | 5% | 22% | 2% | -6%
CCOc1cc(C2C3=C(CC(C)(C)CC3=O)N(C)C3=C2C(=O)CC(C)(C)C3)ccc1O | -1% | -3% | -19 | -3% | 0% | 13% | 3% | -14% | 4% | -2% | -3%
COc1ccc(OCC(O)CNC(C)c2ccccc2)cc1 (configuration not stated) | · | -26% | -9 | -6% | -7% | -17% | -1% | -2% | -3% | -3% | 5%
O=S(=O)(Cc1ccc(Cl)cc1)c1ccccc1-c1nnc(-c2ccccc2)o1 | -10% | -3% | 8 | 0% | 11% | -37% | 0% | -21% | 2% | -6% | -27%
Cc1nn(C(C)C(=O)O)c(=O)c2c1sc1ccccc12 (configuration not stated) | -8% | -9% | -9 | ? | ? | 8% | ? | 2% | ? | -2% | -1%
COc1ccc(-n2nc3c(c2NC(=O)COc2ccccc2)CS(=O)(=O)C3)cc1 | -2% | -11% | 2 | 1% | -1% | -3% | 1% | -8% | -3% | 1% | -2%
Cc1nn(C)c(C(=O)NNC(=O)NC2CCCCC2)c1Cl | 1% | -12% | 18 | 0% | -4% | · | 2% | · | · | 2% | -15%
Cc1ccc(SCc2ccc(C(=O)Nc3cccc([N+](=O)[O-])c3C)cc2)cc1 | 2% | 5% | -1 | 20% | -1% | 7% | 4% | -21% | -4% | 2% | 47%
